# Compound activity: PubChem, several laboratories
# Fam108B counter: counter-screen for RBBP9 inhibitors: inhibitors of mouse Fam108B. recombinant Fam108B, FP-Rh probe fluorescence polarization. inhibition, % at 9.51 µM. actives 0.33% (n = 300,000). AID 1947;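 active = inhibition above the screen mean inhibition plus 3 SD, computed separately per campaign, cut at about 18% in these data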;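 note: inhibitors lower polarization as less probe binds the enzyme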
# VLA-4 inh: inhibition in a human VLA-4 binding assay | P13612 | VLA-4 expressing cells, ligand binding flow cytometry | inhibition, % (about 7 µM as worked out from the volumes in the protocol) | actives 0.2% (n = 330,000) | AID 2557; in the data active = inhibition above about 50%
# BCLXL inh: blocks human Bcl-xL binding to Bim BH3 peptide. Q07817. actives 0.7% (n = 320,000). inhibition, % at 10.9 µM. GST-Bcl-xL / FITC-Bim BH3 peptide fluorescence polarization;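 active = inhibition above the mean of all tested compounds plus 3 SD, cutoff set per campaign, cut at about 30% in these data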;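 note: 0% = DMSO wells and 100% = unlabeled Bim-BH3 peptide competitor; inhibitors lower millipolarization by displacing the labeled peptide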
# MEX-5 binding: C. elegans MEX-5 TCR-2 RNA binding activity. MEX-5/FITC-TCR2 RNA binding, fluorescence polarization; stronger effect = lower value. actives 0.38% (n = 300,000). activity score (negative = inhibition of binding), % at 10 µM;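 active = inhibition past about -25% in most replicates, and total fluorescence under double the plate's negative control median, limit read from the data; inconclusive = replicates evenly split on the limit, or fluorescence at least double controls; inactive = too little inhibition in most replicates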;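 note: 0% = DMSO and -100% = 5 µM competing unlabeled TCR2 RNA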
# Target sequence (Q9XUB2 whole entry, looked up): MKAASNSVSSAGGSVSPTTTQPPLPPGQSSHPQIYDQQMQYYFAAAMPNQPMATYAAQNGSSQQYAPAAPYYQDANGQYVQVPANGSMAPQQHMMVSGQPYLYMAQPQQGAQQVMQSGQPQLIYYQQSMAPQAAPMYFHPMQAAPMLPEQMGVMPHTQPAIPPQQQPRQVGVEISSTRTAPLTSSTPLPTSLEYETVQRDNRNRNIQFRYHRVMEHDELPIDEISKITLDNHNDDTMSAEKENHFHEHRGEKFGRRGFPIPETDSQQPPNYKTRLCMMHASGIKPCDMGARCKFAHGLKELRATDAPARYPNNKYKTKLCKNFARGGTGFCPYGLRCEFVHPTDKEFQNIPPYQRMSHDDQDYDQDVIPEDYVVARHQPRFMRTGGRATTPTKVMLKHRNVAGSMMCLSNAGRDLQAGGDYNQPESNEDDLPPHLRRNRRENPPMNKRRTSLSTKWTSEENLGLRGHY
# GLD-1 RNA inh: GLD-1-TGE RNA interaction inhibition (C. elegans); Q17339; purified GLD-1 + fluorescein TGE RNA, fluorescence polarization; inhibition, % at 5.96 µM; actives 0.44% (n = 320,000); AID 2280;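 active = percent inhibition above a per-plate cutoff, the plate mean of test compounds plus 3 SD, cut at about 30% in these data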;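 note: 0% = DMSO wells with GLD-1 and probe and 100% = wells lacking GLD-1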
# Target sequence (Q17339 whole entry, looked up): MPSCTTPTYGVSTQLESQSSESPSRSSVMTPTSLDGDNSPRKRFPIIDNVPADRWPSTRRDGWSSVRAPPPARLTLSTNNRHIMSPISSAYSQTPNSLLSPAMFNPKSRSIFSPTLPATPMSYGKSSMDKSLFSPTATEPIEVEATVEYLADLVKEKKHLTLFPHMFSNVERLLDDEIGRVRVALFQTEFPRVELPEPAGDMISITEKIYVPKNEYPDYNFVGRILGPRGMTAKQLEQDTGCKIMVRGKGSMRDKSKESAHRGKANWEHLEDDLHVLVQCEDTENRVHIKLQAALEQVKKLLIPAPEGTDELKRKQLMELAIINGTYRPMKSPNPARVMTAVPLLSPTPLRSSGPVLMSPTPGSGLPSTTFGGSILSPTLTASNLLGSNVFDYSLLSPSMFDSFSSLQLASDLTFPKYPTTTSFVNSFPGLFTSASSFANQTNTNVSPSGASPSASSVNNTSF
# MCL1 BIM primary: disrupts human MCL1 binding to BIM-BH3 peptide. Q07820. inhibition, % at 10.9 µM. actives 0.68% (n = 320,000). AID 2057. GST-MCL1 / FITC-Bim-BH3 fluorescence polarization;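 active = inhibition above the mean inhibition of all tested compounds plus 3 SD, set per campaign, cut at about 40% in these data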;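 note: 0% = DMSO wells and 100% = unlabeled Bim-BH3 peptide control; higher means more loss of mP so more displacement of Bim peptide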
# AGP1-GFP MLPCN: modulators of TOR pathway AGP1-GFP in S. cerevisiae; S. cerevisiae AGP1-GFP multiplex flow cytometry, 3 h; GFP as percent of DMSO wells; GFP response vs DMSO, % at 10 µM; actives 0.02% (n = 320,000); AID 2066;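 active = GFP response relative to DMSO above a set limit, near screen average plus 3 SD, cut at about 150% in these data; inconclusive = fewer than 70 cells counted for the yeast strain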;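 note: median GFP channel fluorescence of the gated AGP1 strain per well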
# CIT2 TOR yeast: alters CIT2-GFP fluorescence in TOR pathway yeast screen; S. cerevisiae CIT2-GFP strain, flow cytometry, 3 h; 100 means same as DMSO wells; GFP response vs DMSO, % at 10 µM; actives 0.065% (n = 320,000); AID 2029;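 active = GFP response relative to DMSO above a set limit, near the screen mean plus 3 SD, cut at about 150% in these data; inconclusive = Fewer than 70 cells measured for a yeast strain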;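 note: ratio of well median GFP fluorescence to mean of DMSO wells on the plate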
# GRK2 inh: human GRK2 inhibition via aptamer displacement; bead flow cytometry, FAM-aptamer displacement from GRK2; actives 0.59% (n = 330,000); inhibition of aptamer binding, % at 10 µM; AID 488847;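 active = inhibition of aptamer binding above 40%, roughly 3 SD of noise, on plates passing a quality check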;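 note: median bead fluorescence of bound FAM aptamer so fluorescent compounds give negative values; no value below 0 was filed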
# * marks the source's active call; other numbers are inactive results; ? = inconclusive; nt = not tested or not shown; [ ] = another dose, or the depositor's remark. Outcome played no part in choosing rows; about 2.2% have a hit in one of these screens.
SMILES,Fam108B counter,VLA-4 inh,BCLXL inh,MEX-5 binding,GLD-1 RNA inh,MCL1 BIM primary,AGP1-GFP MLPCN,CIT2 TOR yeast,GRK2 inh
O=C(NCCCn1cccn1)C1CCC(=O)N(Cc2ccccc2F)C1 (centres undefined),-3,2,7,-3.4,-4,5,118,114,39
Cn1cc(SCC(=O)Nc2ccc3c(c2)OCO3)c2ccccc21,1,-15,0,-0.6,-7,-1,91,85,1
COC(CNC(=O)c1coc2nc3ccccc3nc12)OC,-7,-20,3,-1.8,-2,6,94,92,0
O=C(NCc1cccc(Cl)c1)C1CCCO1 (centres undefined),0,-2,2,3.5,0,-4,114,103,2
CCc1ccc2c(c1)/C(=N/OC)C(=O)N2,-2,1,-2,0.5,2,5,98,109,0
O=C(CC(=O)N/N=C/c1ccccc1)NCc1ccccc1,4,11,-3,0.7,-2,-6,98,102,0
O=[N+]([O-])c1ccc(C(=S)N2CCC(Cc3ccccc3)CC2)cc1,0,24,-2,2.8,2,0,101,101,0
COc1cc(/C=C2\OC(=O)c3c(OC)cccc32)ccc1O,9,-5,6,0.6,-14,5,88,85,0
COc1ccc(C(=O)Nc2nnc(S(=O)(=O)N3CCOCC3)s2)cc1,0,3,3,0.5,4,3,99,103,4
Cc1ccc(CN2C(=O)N/C(=C/c3cc(C)n(-c4ccccn4)c3C)C2=O)cc1,2,3,5,-1.3,4,-6,108,116,1
Cc1ccc(/C=c2\sc3nc(-c4ccccc4Br)nn3c2=O)o1,4,-82,16,-5.0,-3,32,102,103,13
O=C(C1CCC(CNS(=O)(=O)c2ccccc2)CC1)N1CCCCC1 (centres undefined),3,9,-5,-0.4,-4,-3,98,111,0
Cc1cc(C)c(/C=C(\C#N)C(N)=S)c(C)c1,-1,0,10,-0.7,3,17,100,104,4
C[C@H]1CN([C@@H](C)CO)C(=O)c2cccc(NC(=O)Nc3ccc(C(F)(F)F)cc3)c2O[C@@H]1CN(C)S(=O)(=O)c1ccccc1,nt,9,nt,nt,10,nt,108,95,0
NS(=O)(=O)c1ccc(CCNC(=O)c2ccc(C(=O)c3ccccc3)cc2)cc1,1,6,-9,-2.0,-2,-6,104,103,2
Cc1cc(OCC(=O)c2ccc(F)cc2)ccc1N1C(=O)CCC1=O,1,-9,-4,0.0,-6,0,104,98,1
COc1cccc(NS(=O)(=O)c2ccc3c(c2)NC(=O)C(C)C(=O)N3)c1 (centres undefined),-3,-6,4,-1.0,-4,2,106,113,0
COc1ccccc1CN1CCSCC1,-2,4,4,-0.4,0,2,95,96,0
Cc1ccc(NC(=O)C2C(c3ccccc3)C2(Cl)Cl)c(C)c1 (centres undefined),3,5,4,2.3,-7,-1,103,109,0
Cc1ccccc1NC(=O)Cc1cn(C)c2ccccc12,2,-7,6,2.4,0,2,nt,94,0
C/C(=N\NC(=O)c1ccccc1)c1c(C)[nH]n(-c2ccccc2)c1=O,1,7,6,-0.5,3,13,101,109,0
COc1ccccc1-c1ccc2nnc(SCC(=O)N3CCCC3)n2n1,1,-1,-1,1.3,7,-5,102,87,0
O=C(Nc1cnn(Cc2ccc(F)cc2)c1)c1cc(-c2ccco2)on1,-5,21,3,0.1,0,2,111,110,1
O=C(COC(=O)Cc1ccsc1)Nc1cccc(Cl)c1,nt,-9,-5,nt,6,-8,107,97,0
CC1(C)CC(=O)C=C(Nc2ccc(C(=O)O)c(O)c2)C1,7,-5,11,0.1,13,12,105,101,0
C=CCNC(=O)C(C#N)c1nc2ccccc2nc1N1CCCCCC1 (centres undefined),6,-23,74*,-9.1,57*,71*,95,98,4
O=C(O)/C=C\C(=O)Nc1cccc(C(=O)Nc2cccc(O)c2)c1,-1,-1,1,1.2,-1,-7,97,101,0
CC(C)(/C=N/O)/[N+]([O-])=C/c1ccccc1C(F)(F)F,6,8,-5,1.1,1,-3,nt,102,0
COCCn1c(SCC(=O)Nc2cc(C)on2)nnc1C(C)C,0,6,2,1.3,6,6,101,98,0
CC(Oc1ccc(S(=O)(=O)N2CCCC2)cc1[N+](=O)[O-])C(=O)N(C)c1ccccc1 (centres undefined),4,1,5,0.5,9,-4,100,106,3
CN(CC(=O)Nc1ccc(N2CCOCC2)cc1)C(=O)c1ccc(O)c(Cl)c1,1,4,10,0.5,5,8,107[may fluoresce green],99[may fluoresce green],1
NC(=O)c1nn(-c2ccccc2)c(=O)cc1O,0,-84,-5,0.0,5,5,103,102,2
CC(=O)Nc1cccc2c1OCCO2,0,1,3,3.6,0,6,109,107,3
CC1(C)N=C(/C=N/O)CN1O,1,3,1,0.7,2,9,96,100,0
Cc1ccc(CNC(=O)c2ccc(CS(=O)(=O)c3ccccc3)o2)cc1,2,10,2,0.5,3,3,115,108,0
CC1(c2ccc(OC(F)F)cc2)NC(=O)N(/N=C/c2c(O)ccc3ccccc23)C1=O (centres undefined),-28,-12,6,1.7,-5,11,106,106,0
CC(C)(C)SCCNC(=O)Nc1ccccc1,-1,22,7,-0.6,0,10,80,86,0
O=C(CN(Cc1ccc2c(c1)OCO2)C(=O)CNC(=O)c1ccco1)NC1CCCCC1,-1,2,-1,-1.5,-2,6,99,95,0
NC(=S)Nc1nc2ccccc2s1,-1,-4,6,2.2,2,6,102,96,0
CCCCCCNc1nc(NCc2ccco2)nc(OCC)n1,-5,-3,6,-0.3,4,5,88,95,7
O=C(NCCCN1CCN(CCCNC(=O)c2cccc([N+](=O)[O-])c2)CC1)c1cccc([N+](=O)[O-])c1,7,-9,5,4.0,-3,5,100,112,0
CC1(C)Cc2c(sc(NC(=O)C(=O)N3CCOCC3)c2C#N)CO1,0,47,-4,-4.0,2,6,106,103,0
COc1cc(/C=N/NC(=O)c2ccc(-n3cccc3)cc2)ccc1O,13,-7,-1,0.3,0,1,97,109,1
Cc1cc(NC(=O)COC(=O)C2CCN(S(=O)(=O)c3ccccc3)CC2)c([N+](=O)[O-])cc1C,2,5,1,-1.7,3,-11,109,110,5
COc1ccc(CNC(=O)COC(=O)/C=C/c2cccs2)cc1,-2,-16,8,0.1,-1,3,nt,nt,2
O=C1CC(c2c[nH]c3ccccc23)C(=O)N1 (centres undefined),0,3,-3,-0.3,4,-5,96,92,1
N#CC1=C2N=C(N)c3ccccc3N2C2=C(C(=O)CCC2)C1c1ccc(F)cc1 (centres undefined),4,4,6,-0.7,4,11,93,100,2
O=C(CCc1nc2ccccc2c(=O)[nH]1)Nc1cc(C(F)(F)F)ccc1N1CCOCC1,3,21,5,-1.2,0,5,94,79,1
CCN=C(NCC)SC1CC(=O)N(c2ccc(OC)cc2)C1=O (centres undefined),2,10,4,2.1,1,6,100,100,1
O=C(Nc1cccc(Cl)c1)Nc1cc(S(=O)(=O)N2CCOCC2)ccc1N1CCCC1,3,0,1,0.8,-5,3,102,92,3
O=C(CSc1n[nH]c(=O)n1C1CC1)N1N=C(c2ccc(Cl)cc2)CC1c1ccco1 (centres undefined),1,-2,3,-0.9,2,9,108,83,1
Cn1c(-c2ccccc2)cccc1=O,1,11,-1,1.1,3,-2,98,101,1
O=C(CCC1CCCCC1)Nc1cc(C(F)(F)F)ccc1N1CCOCC1,0,-2,1,-1.0,9,-2,107,107,0
CCOC(=O)N1CCC(NC(=O)CCS(=O)(=O)c2ccc3c(c2)CCN3C(=O)CC)CC1,-2,1,-3,-2.8,3,2,106,101,0
CCS(=O)(=O)Nc1c(C(=O)OC)[nH]c2ccccc12,0,1,3,0.9,1,9,105,98,3
COC(=O)c1cc(C(=O)N2CCc3ccccc32)cc([N+](=O)[O-])c1,4,8,6,2.0,1,3,106,106,2
CCOc1ccc(Cn2nnc(C(=O)NCc3ccc(OC)cc3)c2N)cc1,3,0,1,4.6,1,7,104,103,6
CCC(CO)Oc1cc(NCc2ccccc2C(F)(F)F)c2ncn(C(C)C)c2c1 (centres undefined),nt,5,nt,nt,4,nt,103,110,5
CCN(c1ccccc1)c1cc2ccccc2c(=O)[nH]1,10,11,13,0.2,1,17,87,97,2
O=C(CCCN1C(=O)CSc2ncccc21)N1CCN(c2cccc(C(F)(F)F)c2)CC1,3,-1,5,0.0,9,17,?,?,1
# More compounds follow:
SMILES,Fam108B counter,VLA-4 inh,BCLXL inh,MEX-5 binding,GLD-1 RNA inh,MCL1 BIM primary,AGP1-GFP MLPCN,CIT2 TOR yeast,GRK2 inh
O=[N+]([O-])c1cccc(-c2n[nH]c(=S)n2-c2ccc(Br)cc2)c1,2,7,-24,3.3,-4,-38,90,93,1
Cc1ccc(OCCCN2C(=O)C(=O)c3cc(C)ccc32)cc1,4,30,1,nt,6,-5,104,104,1
COC(=O)c1cc(=O)n(Cc2ccc3c(c2)OCO3)c(=Nc2ccc(F)cc2)s1,-4,-2,1,0.2,6,-4,100,106,10
COC(C/C=C\[C@H](O)[C@H](C)OCc1ccccc1)OC,0,23,3,-0.9,-4,-4,96,108,0
COc1cccc(C2=NN(C(=O)c3cccs3)C(O)(C(F)(F)F)C2)c1 (centres undefined),-5,-1,-13,1.3,2,-16,94,80,0
Cc1cc(C)cc(C(=O)Nc2ccc(N3CCN(C(=O)c4ccco4)CC3)cc2)c1,-3,4,3,-1.5,3,-3,99,90,4
Cc1ccc(/C=C/C(=O)NCCCn2ccnc2)cc1,5,0,6,0.6,4,-4,97,99,0
Cc1ccccc1N=C(NOCc1ccccc1)c1nonc1N,0,-12,6,nt,3,5,93,95,0
O=c1c2ccccc2c(C=Nc2ccccc2O)c(O)n1-c1nccs1,2,8,37*,-13,-17,30,102,95,3
COc1ccc(CNC(=O)c2ccc(S(=O)(=O)NCc3ccco3)cc2)cc1,nt,-8,1,nt,-2,0,97,94,0
CC(=O)Nc1ccc(S(=O)(=O)N2CCSCC2)cc1,2,4,1,-1.5,-3,5,99,98,0
Nc1c(-c2cccc(Cl)c2)cnn1-c1cccc(C(F)(F)F)c1,0,11,0,4.0,6,0,95,91,0
COC(=O)[C@]1(C)CCC[C@@]2(C)C3CC[C@@]4(C)C[C@]3(CCC21)CC(=O)N4Cc1ccc(OC)cc1 (some centres undefined),nt,17,-1,nt,-5,2,93,96,0
Cc1ccc(NC(=O)NCCCN2CCCC2=O)cc1,0,nt,-2,0.4,-3,-4,106,124,0
Oc1nc(-c2ccc(Cl)cc2)n2ccncc12,4,-3,6,-1.2,2,5,104,95,0
O=C(CN1CCN(S(=O)(=O)c2ccc(Br)cc2)CC1)Nc1ccccc1F,-5,23,1,0.1,-10,6,92,87,0
CCn1cc(C(=O)OCc2ccccc2)c(=O)c2ccc(C)nc21,6,21,4,-1.7,6,12,104,97,3
